# Screening data as filed in PubChem BioAssay.
# DAGLB inh – blocks human DAGLB lipase activity | inhibition, % at 5.17 µM | 0.059% of 340,000 active | HEK293T DAGLB membrane lysate, EnzChek fluorogenic substrate | Q8NCG7; in the data active = inhibition above about 34%;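 note: 0% = enzyme with vehicle and 100% = wells lacking enzyme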
# Target sequence (Q8NCG7 whole entry, looked up): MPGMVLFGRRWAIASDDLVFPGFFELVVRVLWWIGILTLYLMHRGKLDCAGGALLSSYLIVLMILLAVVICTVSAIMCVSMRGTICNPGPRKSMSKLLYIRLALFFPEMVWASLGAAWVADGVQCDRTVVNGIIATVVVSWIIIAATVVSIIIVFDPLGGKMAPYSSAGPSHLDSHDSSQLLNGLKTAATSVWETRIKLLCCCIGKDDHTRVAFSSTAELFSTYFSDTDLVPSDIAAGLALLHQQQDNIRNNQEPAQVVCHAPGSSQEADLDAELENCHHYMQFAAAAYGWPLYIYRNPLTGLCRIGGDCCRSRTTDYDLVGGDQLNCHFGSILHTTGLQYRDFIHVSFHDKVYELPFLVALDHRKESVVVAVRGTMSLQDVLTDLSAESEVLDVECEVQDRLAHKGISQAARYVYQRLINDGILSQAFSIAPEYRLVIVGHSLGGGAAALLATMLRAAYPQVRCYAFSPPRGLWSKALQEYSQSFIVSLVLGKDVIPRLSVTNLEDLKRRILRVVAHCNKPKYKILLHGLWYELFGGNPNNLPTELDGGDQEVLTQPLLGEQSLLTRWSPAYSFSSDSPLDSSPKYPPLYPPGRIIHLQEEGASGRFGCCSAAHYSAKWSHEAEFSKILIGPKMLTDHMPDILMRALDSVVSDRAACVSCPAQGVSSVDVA
# Pemphigus Ab inh – inhibitors of pemphigus antibody binding to human desmoglein-3; binding (percent of control), % at 10 µM; P32926; DSG3-coupled beads, scFv-anti-DSG3-GFP binding, flow cytometry; active compounds read low; 0.48% of 310,000 active;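 active = binding more than 3 SD below its plate's average and above zero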;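 note: hits lower antibody fragment binding to DSG3; some compounds called inactive have numbers as strong as hits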
# Keap1 Nrf2 FP – disrupts human Keap1 binding to Nrf2 peptide. Q14145. Keap1 Kelch-Nrf2 peptide fluorescence polarization, 1536-well. inhibition, % at 9.4 µM. 0.15% of 340,000 active. AID 504523; in the data active = inhibition above about 12%;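 note: human Keap1 Kelch domain with fluorescein labeled Nrf2 9mer peptide probe; 0% = neutral control wells and 100% = peptide positive control; higher means more block of Keap1 binding to Nrf2 peptide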
# CAL PDZ FP-1 – inhibitors of human CAL PDZ peptide binding. 0.02% of 330,000 active. AID 504414. purified CAL PDZ, TMR-peptide fluorescence polarization, 1 h. inhibition, % at 20 µM;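 active = highest replicate inhibition of at least 40%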;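 note: plate controls were DMSO neutral control wells for no effect and unlabeled competitor peptide control wells for full effect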
#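 Test system: tagged CAL PDZ domain / Buffer or medium: sodium phosphate/NaCl buffer pH 7.4 with TCEP, IgG, Thesit / Reagent: TMR-labelled reporter peptide T*-PRC34 bound in PDZ groove / Compound dosing: single point, 20 µM / Schedule: 1 h incubation at room temperature before polarization reading / Technique: fluorescence polarization (mP) / Benchmarks: unlabelled peptide, DMSO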
# CAL PDZ FP-2 – blocks peptide binding to the human CAL PDZ domain; Q9HD26; purified CAL PDZ, TMR-peptide fluorescence polarization, 1 h; inhibition, % at 24.9 µM; 0.92% of 300,000 active; AID 602252;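 active = mean inhibition of at least 30% with at least half of replicates also reaching 30%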;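 note: 0% = DMSO neutral control and 100% = excess unlabeled competitor peptide PRC23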
# LANA DNA inh – inhibitors of KSHV LANA C-terminal domain DNA binding | MBP-C-LANA/FAM-LBS DNA binding, fluorescence polarization | 0.078% of 340,000 active | AID 504423 | inhibition, % at 9 µM;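 active = highest replicate inhibition at or above 60% at 9 µM, even if other replicates fall short; inactive = all replicates below 60% inhibition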;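 note: 0% = neutral control wells and 100% = 4 µM acridine orange control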
# V-ATPase pH – yeast V-ATPase proton transport regulation by pHLuorin; response, % at 10 µM; AID 504577; 0.37% of 350,000 active; S. cerevisiae, pHLuorin cytosolic pH fluorescence; in the data active = response mostly above about 7.3%, no sharp cut-off; inactive = mostly below about 5.4%; note: actives read high; inactives centre near 0; some compounds called inactive have numbers as strong as hits
# RTF Ca sens inh – cardiac RTF calcium desensitization | AID 493244 | 0.12% of 340,000 active | inhibition, % at 7.15 µM | IANBD-labeled cardiac RTF, Ca2+ fluorescence | P19429+P45379;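 active = inhibition above the mean inhibition of all tested compounds plus 3 SD, cut at about 17% in these data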;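 note: assay run at fixed EC70 calcium of 1.6 mM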
# Arr AP2 block – human beta-arrestin and AP2 interaction inhibition. 0.31% of 340,000 active. AID 504490. FITC-arrestin peptide / GST-AP2 beads, flow cytometry; AP2 beta2 appendage carries R879A mutation. inhibition, % at 10 µM;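 active = inhibition above a set limit, near 3 SD of compounds lacking own fluorescence, cut at about 54% in these data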;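 note: plate controls were DMSO wells for no effect and 5 µM unlabelled arrestin peptide for full effect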
#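 System: GST-AP2 R879A glutathione beads. Medium: PBS with 0.05% Tween 20 and 0.1% BSA. Also added: FITC-arrestin peptide, 50 nM. Incubation: 12 min plus 1 h, RT. Measured by: high-throughput flow cytometry of beads, ex 488, em 535 nm. Evaluation: percent drop in bead-associated FITC signal.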
# NSD2 inh – inhibitors of human histone methyltransferase NSD2; O96028; NSD2 peptide methylation, AlphaScreen, 120 min; inhibition, % at 12.5 µM; 0.54% of 310,000 active; in the data active = inhibition above about 50%
# Active calls of the source: *; . = no result given. An excerpt (hit frequency here may not be typical).
SMILES,DAGLB inh,Pemphigus Ab inh,Keap1 Nrf2 FP,CAL PDZ FP-1,CAL PDZ FP-2,LANA DNA inh,V-ATPase pH,RTF Ca sens inh,Arr AP2 block,NSD2 inh
C=CCn1c(SCC(=O)c2cccs2)nnc1-c1cccc(OC)c1,1,100,0,-0.9,-3,-0.7,-3,3,-5,-1
O=C(COC(=O)CN1C(=O)C(=O)c2ccccc21)OCN1C(=O)c2ccccc2C1=O,-1,99,5,-0.4,0,1.4,2,-4,0,7
Cc1cc(C)c(S(=O)(=O)NCC(=O)NCc2cc(=O)n(C)c(=O)n2C)c(C)c1,1,.,-2,-0.2,0,0.3,-3,-4,-4,-2
COc1ccc(CCn2c(-c3ccc(Cl)cc3)n[nH]c2=S)cc1OC,-1,97,-5,0.5,4,-1.2,-3,0,-9,-1
O=[N+]([O-])c1c(C(Cl)Cl)nn(-c2ccccc2)c1N1CCOCC1,1,.,-7,-1.5,-5,1.4,4,2,2,15
Cc1ccc(S(=O)(=O)Nc2c(C)nn(C)c2C)c(C)c1,2,97,-5,-2.3,-2,0.7,2,-4,4,0
Cc1cc(S(=O)(=O)Cc2noc(-c3c(C)noc3C)n2)c(C)cc1Cl,-9,.,-4,-0.8,1,-1.8,4,-8,10,-7
Cn1c(SCc2ccccc2Cl)nc2c1c(=O)[nH]c(=O)n2C,-3,116,-5,-0.1,0,-0.9,1,3,42,2
O=C(C1CCCC1)N1CCN=C1SCc1cccc([N+](=O)[O-])c1,1,99,3,-1.9,-1,-3.5,-3,-7,-5,1
CCn1c(CSCc2ccc(Cl)cc2)n[nH]c1=S,2,103,-5,-0.7,-6,1.4,1,-1,-14,2
Cc1cc(C)cc(-c2nnc(SCC(=O)NCc3cccs3)o2)c1,-1,94,-3,-0.7,-2,1.3,-1,0,-1,0
Cc1cccc(N2CCCn3c2nc2c3c(=O)[nH]c(=O)n2C)c1,-3,106,-4,-0.8,5,1.3,-1,1,3,-1
CCN(C(=O)COC(=O)CSc1cc(C)c2ccccc2n1)c1ccccc1,0,103,-4,-2.5,-7,1.0,0,-7,4,0
Cc1ccc(S(=O)(=O)N2CCN(C(=O)COC(=O)CNC(=O)c3ccccc3F)CC2)c(C)c1,-2,.,0,-2.4,18,-1.0,-1,-4,-4,-1
O=C(C1CCCCN1S(=O)(=O)c1ccccc1)N1CCCCC1 (centres undefined),1,105,-6,-0.2,-1,1.7,-3,-2,0,-5
C=CCc1ccccc1OCC(O)CN1CCN(c2ccc(C)cc2)CC1 (centres undefined),-6,90,3,-1.1,-1,5.8,0,0,3,17
O=c1[nH]c2ccc(NCc3ccc(OCc4ccccc4Cl)cc3)cc2[nH]1,2,105,0,-0.2,-3,-1.0,-4,-6,1,-2
CCN(CC(=O)NCc1ccc(F)cc1)CC(=O)Nc1cc(S(=O)(=O)N(C)C)ccc1C,-1,99,-1,-0.3,0,2.6,-2,-2,-3,-3
COc1ccc(CN2CC(=O)N(c3ccc(Cl)cc3)C2=S)cc1OC,-3,92,-2,-0.1,-1,-0.8,-2,-5,31,-2
Cc1ccc(/C([O-])=C(/C(=S)NCc2ccccc2)[n+]2ccccc2)cc1[N+](=O)[O-],1,118,2,-1.8,0,0.2,-2,-6,28,7
CN1C[C@@H]2[C@@H]3C(=O)N(C)C(=O)[C@@H]3[C@](C)(C1=O)N2C(=O)c1ccc(Br)cc1,-3,98,7,-0.6,-6,11,4,14,-12,.
Cc1ccc(C)c(NC(=O)CSc2nc3c(oc4ccccc43)c(=O)n2-c2ccccc2)c1,-3,97,-4,1.0,1,0.7,-2,-8,0,-2
Fc1cccc(CN2CCN3CCCC3C2C2CCCCC2)c1 (centres undefined),-2,96,-6,-2.6,-1,1.2,3,-3,3,7
CC(=O)N(C(C)=O)c1c(C#N)c(C)n(-c2ccccc2)c1C(=O)c1ccccc1,-1,.,-2,-0.4,-2,0.0,2,-3,-2,3
Cc1cc(C(=O)NCc2ccco2)sc1C,0,.,-1,-0.6,-3,-1.1,2,7,-2,3

# (cont.)
SMILES,DAGLB inh,Pemphigus Ab inh,Keap1 Nrf2 FP,CAL PDZ FP-1,CAL PDZ FP-2,LANA DNA inh,V-ATPase pH,RTF Ca sens inh,Arr AP2 block,NSD2 inh
COCCOC(=O)c1sc2nc[nH]c(=O)c2c1C,-1,100,-5,0.5,1,1.0,0,-6,-2,2
O=C(CN1CCN(Cc2ccccc2Cl)C1=O)NC1CCCCCCC1,1,107,1,-1.8,-2,-1.3,-2,-7,0,0
Nc1nnc(N2CCCCC2)s1,0,102,-5,-2.6,22,-1.7,2,-10,0,-1
COC(=O)CCC(NC(=O)OCc1ccccc1)C(=O)NC(CC(C)C)C(=O)OC (centres undefined),-2,.,-3,-0.5,-3,-0.4,2,-6,-6,-2
COc1cc(Cl)c(C)cc1NC(=O)CC1CCCC1,-6,121,1,-0.3,.,-0.1,-2,-1,26,-11
CC(=O)c1ccc(NC(=O)CSc2ccc(-c3ccc4c(c3)OCO4)nn2)cc1,-1,99,-1,-0.6,-1,1.2,3,-10,6,-2
CCC1(CC)NC(=S)NC1=S,0,93,-3,-0.5,.,-3.4,1,1,-11,9
Cc1cc(NC(=O)CC23CC4CC(C2)CC(CC(=O)Nc2cc(C)on2)(C4)C3)no1,1,105,-3,-2.9,-2,1.0,-3,-5,-1,.
O=C(CCC(=O)c1ccccc1)NC1CCCN(Cc2ccccc2F)C1 (centres undefined),-2,105,-5,-31,2,-0.2,-3,1,-11,2
Cn1c(Cc2ccc3c(c2)OCO3)nnc1SCC(=O)NC(C)(C)C,1,100,0,0.8,-3,-0.5,1,3,27,44
Cc1cccc(NC(=S)N2CCN(c3ccccn3)CC2)c1,-1,134,3,-0.2,3,0.9,1,-7,-8,-3
CNC(=S)N/N=C/c1cn(Cc2c(F)cccc2Cl)c2ccccc12,2,107,-6,-0.6,-3,-0.2,0,-14,12,1
CCOC(=O)C1=C(C)Nc2ccccc2N=C1NC(=O)Cc1ccc(Cl)c(Cl)c1,-2,98,-4,-1.4,4,-0.7,1,0,13,0
Cc1ccc(NC(=O)CSc2nnnn2-c2ccc3c(c2)OCO3)cc1C,5,97,-4,-1.6,3,0.0,-3,2,19,16
CC(C)c1ccc(C(=O)NC(=S)NCc2cccnc2)cc1,-3,106,-5,-2.2,3,-1.5,5,4,-6,2
Cc1ccc(C(=O)CC(c2cccs2)S(=O)(=O)c2ccc(C)cc2)cc1 (centres undefined),-2,.,3,-1.2,-1,1.0,2,-8,-4,-2
COc1cc(C(=O)O/N=C2\CCCc3c2ccc(OC)c3[N+](=O)[O-])cc(OC)c1OC,-3,114,0,-0.1,.,1.8,3,-2,35,-1
Cc1cccn2c(=O)c3cc(C#N)c(=NC(=O)c4ccncc4)n(CCCOC(C)C)c3nc12,1,108,0,-0.5,-2,-1.7,6,6,-8,-2
CCN(CC)S(=O)(=O)c1ccc(C(=O)Nc2cc(C)on2)cc1,-2,102,-3,0.2,0,0.0,3,-11,-10,0
O=C(COC(=O)C1CCN(S(=O)(=O)c2cccs2)CC1)Nc1ccc(F)cc1F,0,102,2,-2.7,1,-1.1,-1,2,29,3
COc1ccc(/C=N/NC(=O)c2cc3c(OC)ccc(OC)c3[nH]2)cc1O,-3,100,0,7.5,-1,1.1,1,-13,6,2
CCOC(=O)c1ccccc1N=Cc1c(O)c2ccccc2oc1=O,3,97,-5,-0.5,-2,0.1,1,-1,3,-4
CCc1ccc(CN(C)Cc2nc(Cc3cccc(C(F)(F)F)c3)no2)nc1,-4,99,4,-0.4,1,-0.2,-2,-9,-1,-2
O=C(NCc1ccco1)c1cccc2c1C(=O)c1ccc(/C=C/c3ccccc3)cc1S2(=O)=O,8,94,-3,-0.4,-1,1.2,3,2,4,.
COc1ccc(C(=O)Nc2ccccc2C(=O)NC(Cc2ccc(O)cc2)C(=O)NNC(=O)c2ccccc2Cl)cc1 (centres undefined),3,96,0,-1.8,-3,-0.2,-2,8,9,0

# Following part.
SMILES,DAGLB inh,Pemphigus Ab inh,Keap1 Nrf2 FP,CAL PDZ FP-1,CAL PDZ FP-2,LANA DNA inh,V-ATPase pH,RTF Ca sens inh,Arr AP2 block,NSD2 inh
Cc1cc(C)c(S(=O)(=O)Nc2ccc(-c3cn4ccccc4n3)cc2)c(C)c1,-3,105,-9,-2.3,-4,-0.9,1,-1,2,-2
Cc1ccc(C(OC(=O)c2ccco2)C(=O)NCc2cccs2)cc1 (centres undefined),-5,.,-5,-0.7,2,1.3,-3,4,33,-2
COc1cc(Br)cc2cc(C(=O)OC3CCN(C)CC3)c(=O)oc12,-2,94,3,-0.4,0,-2.3,0,-2,2,4
COC(=O)c1ccc(N2CCN(C)CC2)c(NC(=O)c2sc3ccccc3c2Cl)c1,-1,126,-4,-2.7,-6,-1.5,6,-5,7,1
CC(=O)Nc1nnc(C)s1,1,84,-1,0.1,.,0.2,2,-3,-14,.
CCCCNc1c(-c2ccc(-c3cccc(Cl)c3)cc2)nc2ccc(Cl)cn12,0,102,-1,0.2,0,1.5,-4,1,4,.
O=C(COC(=O)/C=C/c1ccc(F)cc1)NCc1ccco1,-1,114,-6,-0.7,0,-0.5,3,-4,-12,-2
Cc1ccc(CNC(=O)Cn2cnc(S(=O)(=O)N3CCC(C)CC3)c2)o1,2,.,-5,-0.6,-5,0.8,-3,-6,55*,-4
Cc1cc(OCC(=O)Nc2cccnc2)c2c(C)c(C)c(=O)oc2c1,1,.,0,-2.9,-9,0.1,-1,0,6,3
CCC(C)(C)n1nnnc1C(c1cc2cc(C)cc(C)c2[nH]c1=O)N1CCCC1 (centres undefined),2,104,-7,-0.8,-1,-0.4,4,2,5,-11
CCNC(=O)NC(=O)COC(=O)CCCc1nc2ccccc2s1,-1,131,-4,-1.2,-3,0.7,-2,-5,-6,-2
O=c1c2cnn(-c3ccc(F)cc3)c2ncn1Cc1ccccc1,-3,100,5,-0.5,-4,1.4,.,0,-11,0
CCOC(=O)c1ccccc1Oc1c(F)c(F)nc(NCCO)c1F,-2,124,-6,-2.2,-1,2.3,-3,-6,-7,3
CCOc1ccc(/C=N/OCC(=O)Nc2ccc3c(c2)OCO3)cc1,-12,98,0,-2.9,-2,-1.7,-2,-6,-25,2
CC(=O)Nc1ccc(S(=O)(=O)N(C)CC(=O)OCC(=O)NNC(=O)c2ccccc2F)cc1,0,100,-4,-2.3,-1,0.6,-3,-2,-7,-1
Cn1nccc1C(=O)NC1CCN(Cc2ccccc2)CC1,2,.,2,-0.7,-4,1.6,-2,-11,30,0

# Profiles from above. Values in the order: DAGLB inh	Pemphigus Ab inh	Keap1 Nrf2 FP	CAL PDZ FP-1	CAL PDZ FP-2	LANA DNA inh	V-ATPase pH	RTF Ca sens inh	Arr AP2 block	NSD2 inh
# Shown for C=CCc1ccccc1OCC(O)CN1CCN(c2ccc(C)cc2)CC1 (centres undefined) = -6	90	3	-1.1	-1	5.8	0	0	3	17
# Shown for Cc1ccc(/C([O-])=C(/C(=S)NCc2ccccc2)[n+]2ccccc2)cc1[N+](=O)[O-] = 1	118	2	-1.8	0	0.2	-2	-6	28	7
